All columns: NCI-60 one-dose screen, growth in % after 48 h at 10 µM unless noted; 100 = growth as untreated, 0 = no growth, -100 = all killed.
NCI-H322M: NCI-H322M lung cancer; actives 2.7% (n = 80,000); AID 1794733
NCI-H522: NCI-H522 lung cancer. actives 8% (n = 78,000)
NCI-H226: NCI-H226 lung cancer; actives 3.5% (n = 79,000); AID 1794732
OVCAR-3: OVCAR-3 ovarian cancer; actives 7% (n = 79,000); AID 1794787
OVCAR-5: OVCAR-5 ovarian cancer; actives 2.9% (n = 82,000)
NCI-H23: NCI-H23 lung cancer. AID 1794731. actives 4% (n = 80,000)
NCI/ADR-RES: NCI/ADR-RES ovarian cells; AID 1794790; actives 4.4% (n = 81,000)
NCI-H460: NCI-H460 lung cancer. AID 1794736. actives 6.8% (n = 82,000)
OVCAR-8: OVCAR-8 ovarian cancer | actives 4.4% (n = 81,000) | AID 1794782
Active calls of the source: *; · = no result given; & = joins results of further samples. How the source made its calls: active means growth percent below 10; inactive means the rest.

Molecule	NCI-H322M	NCI-H522	NCI-H226	OVCAR-3	OVCAR-5	NCI-H23	NCI/ADR-RES	NCI-H460	OVCAR-8
COc1cc(OCc2cccc(-c3ccccc3)c2C)cc(OC)c1/C=C/c1ccc(B2OC(C)(C)C(C)(C)O2)cc1	96	79	88	93	80	95	98	96	95
O=C(O)C1C2CC3C(OC(=O)C31)C2Br (centres undefined)	106&101	96&73	91&88	106&110	100&103	95&103	100&103	100&98	100&98
CCC(NC(c1cc2cccc3ccc4cccc1c4c32)c1nnnn1C(C)(C)C)C1CCCCC1 (centres undefined)	79	60	75	·	85	47	74	31	73
OC[C@@H](O)C(O[C@@H]1O[C@H](CO)[C@H](O)[C@H](O)[C@H]1O)[C@H](O)[C@@H](O)CO (some centres undefined)	96	96	103	103	92	98	95	108	99
O=C1OCC/C1=N/O	98	101	98	107	98	95	96	108	113
O=C1N(Cc2ccccc2Cl)c2ccccc2C12NN=C(c1ccccc1)S2 (centres undefined)	57	76	68	69	79	55	45	17	46
O=C(CC(c1ccccc1)N1CCN(C(CC(=O)c2ccccc2)c2ccccc2)CC1)c1ccccc1 (centres undefined)	105	88	115	106	96	100	115	105	98
NC1[C@H]2CN(c3cnc(C(=O)Nc4cc(F)cc5cccnc45)cn3)C[C@@H]12 (some centres undefined)	6.8*	47	85	2.1*	77	84	85	92	88
FC(F)(F)c1cccc(/C=C/c2nn3c(Cc4ccccc4)nnc3s2)c1	98	101	106	113	109	·	117	104	90
CC(=O)Nc1ccc(S(=O)(=O)N=[N+]=[N-])cc1	99	87	95	121	92	93	94	128	102
COc1cc(C2=NN(C(C)=O)C(c3ccc(N4CCOCC4)cc3)C2)cc(OC)c1OC (centres undefined)	88	90	97	120	103	87	100	103	101
C=C(C)[C@@H]1CC[C@]2(C(=O)N3CCN(C)CC3)CC[C@]3(C)[C@H](CC[C@@H]4[C@@]5(C)C/C(=C/c6cccnc6)C(=O)C(C)(C)[C@@H]5CC[C@]43C)[C@@H]12	107	59	73	58	100	79	64	44	56
C#CCOc1cccc(-c2ncc3cc(NC(=O)CCl)ccc3n2)c1	69	-72*	2.4*	-51*	-59*	-14*	7.1*	28	6.2*
COc1ccc(/C=C/C(=O)OCC(=O)NNC(=O)c2ccccc2)cc1OC	117	104	103	100	113	106	116	110	102
O=C(NNC(=O)Nc1ccc(Cl)cc1)Nc1ccccc1	92	70	117	105	98	104	100	101	104
CCOC(=O)c1c2ncccc2n2c(=O)n(Cc3ccccc3)nnc12	105	93	104	115	103	95	100	85	97
CCn1cc(-c2ccnc(NCCCNS(=O)(=O)c3ccccc3)c2)c(-c2cccc(OC)c2)n1	89	83	84	100	106	87	88	96	90
Nc1ncncc1-c1ccccc1	95	88	94	121	102	98	102	109	95
OCC1OCC(O)C(O)C1O (centres undefined)	122	·	101	119	105	107	108	111	103
COc1ccc(NC(=O)Cn2c(=O)sc3c(-c4ccc(Cl)cc4)cc(-c4ccc(Cl)cc4)nc32)cc1	95	70	108	115	111	91	89	102	107

Later entries.
Molecule	NCI-H322M	NCI-H522	NCI-H226	OVCAR-3	OVCAR-5	NCI-H23	NCI/ADR-RES	NCI-H460	OVCAR-8
O=S(=O)(Nc1ncccn1)c1ccc(-n2c(-c3ccc(F)cc3)nc(-c3ccccc3)c2-c2ccccc2)cc1	77	84	43	76	85	55	73	64	71
Nc1nc(=O)n(C2CCCO2)cc1Br (centres undefined)	113	94	·	104	104	95	98	107	97
Oc1cccc(-c2nc3sccn3c2-c2ccncn2)c1	·	99	94	114	119	92	94	98	102
CCOC(=O)c1cc2c(nc1OC)-c1cnn(-c3ccc(OC)cc3)c1CC2	·	15	90	90	88	·	77	104	85
COc1c(F)ccc(C(=O)Nc2ccc3nc(NC(=O)C4CCCN(S(=O)(=O)c5ccc(Br)c(F)c5)C4)sc3c2)c1F (centres undefined)	95	82	81	97	102	87	83	84	98
COc1cc(CNCCO)cc(OC)c1	105	107	96	107	99	109	116	102	106
O=C1Nc2ccc(Cl)cc2C12Nc1cc(Cl)ccc1S2 (centres undefined)	100	47	105	72	113	69	82	63	99
N#Cc1ncc(-c2ccc(F)c(F)c2)c(NC2CCCCCC2)n1	89	80	85	·	106	94	90	99	96
C=C1[C@]2(C(=O)OC)C=C(C=O)C(O)[C@@]1(C)CC1[C@@]3(C)CC[C@H](O)C(C)(C)C3CC[C@]12C (some centres undefined)	112	90	95	107	111	104	100	107	102
Clc1ccc(Nc2cccc(-c3cn[nH]c3)c2)cc1	91	61	74	80	89	81	81	83	83
COC(=O)/C=C/N1CCOCC1	94	79	94	107	103	104	104	103	99
CC1CCCC1(N)C(=O)O (centres undefined)	99	88	98	103	97	96	102	107	104
CCCC(C)C(=O)OC1CCC(C)CC1 (centres undefined)	107	90	94	112	96	99	102	104	99
COc1cc2c(c(OC)c1OC)c(=O)c1ccc(OC)c(OC)c1n2C	102	41	104	105	102	98	95	105	99
CCc1nc(C#N)c(N2CCC(c3nc(-c4ccccc4)no3)CC2)o1	94	99	99	106	99	98	101	100	100
Nc1cccc(C(=O)NO)c1	·	114	94	106	106	·	108	100	106
O=C(/C=C\c1ccccc1)c1ccc(C2CCCCC2)cc1	104	90	103	107	100	93	102	108	110
N#Cc1c(-c2ccc(F)cc2)nc(NNC(N)=S)nc1N1CCOCC1	93	95	86	106	93	101	103	104	102
COc1ccc(-c2noc(C(=O)O)c2-c2cc(OC)c(OC)c(OC)c2)cc1	49	17	54	9.6*	87	40	28	15	30
COc1ccc2[nH]cc(C(c3ccccc3)N3CCCC3)c2c1 (centres undefined)	95	85	96	107	88	98	104	105	96

Carrying on:
Molecule	NCI-H322M	NCI-H522	NCI-H226	OVCAR-3	OVCAR-5	NCI-H23	NCI/ADR-RES	NCI-H460	OVCAR-8
COC(=O)C(Cc1cccc(-c2ccc(Cl)nc2)c1)NC(=O)OCc1ccccc1 (centres undefined)	94	77	86	99	99	94	93	104	92
COc1ccc(/C=C/C(=O)O)cc1OC	115&101	84&102	107&102	104&108	109&106	99&108	105&108	103	103&108
CS(=O)(=O)Nc1cccc(-c2ccc3ncnc(Nc4ccc(F)c(Cl)c4)c3c2)c1	15	-24*	44	26	49	43	39	20	29
CCCCCCCCCCCCCCCCCN(C)C(=O)OCC	99	102	104	103	116	97	102	106	96
c1ccc(Nc2c(-c3c[nH]c4ccccc34)nc3sc4ccccc4n23)cc1	100	95	89	96	108	88	100	103	105
CCN(CC)c1ccc(-c2ccccc2)cc1	97	·	106	100	100	103	109	99	114
[2H]c1c([2H])n([C@@H]2O[C@H](COC(C)=O)[C@@H](OC(C)=O)[C@H]2OC(C)=O)c(=O)[nH]c1=O	95	81	93	111	107	102	103	106	101
CCOC(=O)C1=C(c2ccccc2)N=C2SC3C(=NN(c4ccccc4)C3c3ccc(Br)cc3)N2C1c1ccc(O)c(OC)c1 (centres undefined)	87	90	88	81	95	88	91	93	81
O=C(c1ccccc1)n1oc(=O)c2ccccc21	98	92	94	92	102	94	97	105	98
Nc1n[nH]c2cccc(C#Cc3cccc(C(=O)Nc4ccc(CN5CCOCC5)c(C(F)(F)F)c4)c3)c12	72	42	36	61	41	34	18	44	13
CCCCCCCCCCOc1ccc(/C=C/C(=O)c2ccc(B(O)O)cc2)cc1	93	83	83	110	92	84	85	95	84
c1ccc(-c2ccccc2Nc2nc3ccccc3s2)cc1	87	85	100	108	127	96	99	106	103
CC(C)(C)n1cc(-c2ccnc(NCCCNS(=O)(=O)c3ccc(C(F)(F)F)cc3)n2)c(-c2ccc(Cl)c(O)c2)n1	96	84	79	98	104	82	78	76	90
Cc1ccc(/C=N/NC(N)=S)s1	99	105	99	105	104	100	109	103	107
O=C(CCCC1SCC2NC(=O)NC21)NCCCc1cn(CCOCc2ccccc2)nn1 (centres undefined)	101	99	104	·	107	104	106	106	104
CCN1CCN(c2ccc(NC(=O)Nc3nc4ccc(-c5ccccc5OC)cc4s3)cc2)CC1	-86*	-78*	57	-90*	-12*	-17*	-67*	-64*	-53*
NC(=O)c1ccccc1OCc1ccccc1	101	·	90	112	100	100	103	100	98
COc1ccc2[nH]c(O)c(N=Nc3nc(-c4ccc(Br)cc4)cs3)c2c1	28	19	-36*	-71*	31	-6.5*	-25*	-35*	-24*
Cc1ccc(Cl)c(-c2nn(-c3ccc(S(=O)(=O)NC(=S)NCc4ccccc4)cc3)c(=O)c3ccccc23)c1	105	98	88	120	107	100	110	106	99
Cc1ccc(Oc2nc3ccccc3cc2-c2nnc(Cc3ccccc3)o2)cc1	79	75	71	88	96	73	68	98	76

Further records follow.
Molecule	NCI-H322M	NCI-H522	NCI-H226	OVCAR-3	OVCAR-5	NCI-H23	NCI/ADR-RES	NCI-H460	OVCAR-8
O=C(OCC(O)C(O)C(O)C(O)COC(=O)c1ccccc1)c1ccccc1 (centres undefined)	99	105	90	115	111	99	102	108	106
CN1CCN(Cc2cn(-c3ccc(S(N)(=O)=O)cc3)nn2)CC1	105	101	98	114	108	109	107	110	102
O=C(O)c1cccc(O)c1O	108	91	93	111	88	88	94	104	97
O=[N+]([O-])c1cc(S(=O)(=O)Nc2ccccc2)ccc1Nc1ccccc1	94&104	78&82	81&78	107&102	108&105	77&81	80&87	92&108	104&100
COc1ccc(/C=C/C(=O)c2ccc(Oc3ncnc4ccccc34)cc2)cc1OC	76	54	80	44	93	82	80	88	85
O=c1cc(O)nc2ccccn12	106	100	100	111	87	105	108	111	108
CC(=O)OC1=C(Br)CCc2ccccc21	108	90	93	115	93	104	102	95	106
CS(=O)(=O)OCCCCOS(C)(=O)=O	113&100	96&102	142&96	116&110	156&107	107&116	145&111	142&104	101

A second format for 2 compounds above:
O=c1cc(O)nc2ccccn12
  NCI-H322M = 106
  NCI-H522 = 100
  NCI-H226 = 100
  OVCAR-3 = 111
  OVCAR-5 = 87
  NCI-H23 = 105
  NCI/ADR-RES = 108
  NCI-H460 = 111
  OVCAR-8 = 108

CC(=O)OC1=C(Br)CCc2ccccc21
  NCI-H322M = 108
  NCI-H522 = 90
  NCI-H226 = 93
  OVCAR-3 = 115
  OVCAR-5 = 93
  NCI-H23 = 104
  NCI/ADR-RES = 102
  NCI-H460 = 95
  OVCAR-8 = 106

A second format for part of the listing above:
CN1CCN(Cc2cn(-c3ccc(S(N)(=O)=O)cc3)nn2)CC1
- NCI-H322M: 105
- NCI-H522: 101
- NCI-H226: 98
- OVCAR-3: 114
- OVCAR-5: 108
- NCI-H23: 109
- NCI/ADR-RES: 107
- NCI-H460: 110
- OVCAR-8: 102
O=C(O)c1cccc(O)c1O
- NCI-H322M: 108
- NCI-H522: 91
- NCI-H226: 93
- OVCAR-3: 111
- OVCAR-5: 88
- NCI-H23: 88
- NCI/ADR-RES: 94
- NCI-H460: 104
- OVCAR-8: 97
O=[N+]([O-])c1cc(S(=O)(=O)Nc2ccccc2)ccc1Nc1ccccc1
- NCI-H322M: 94&104
- NCI-H522: 78&82
- NCI-H226: 81&78
- OVCAR-3: 107&102
- OVCAR-5: 108&105
- NCI-H23: 77&81
- NCI/ADR-RES: 80&87
- NCI-H460: 92&108
- OVCAR-8: 104&100
COc1ccc(/C=C/C(=O)c2ccc(Oc3ncnc4ccccc34)cc2)cc1OC
- NCI-H322M: 76
- NCI-H522: 54
- NCI-H226: 80
- OVCAR-3: 44
- OVCAR-5: 93
- NCI-H23: 82
- NCI/ADR-RES: 80
- NCI-H460: 88
- OVCAR-8: 85

Compound activity deposited in PubChem by NCI.
